# Bioassay records deposited in PubChem BioAssay by The Scripps Research Institute Molecular Screening Center.
# PAD4 FP inh – human PAD4 inhibitors, primary screen, biochemical, fluorescence polarization, 1536-well format. recombinant PAD4, RCA probe fluorescence polarization. inhibition, % at 6.36 µM. hit rate 0.41% among 330,000;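 active means percent inhibition above a cutoff equal to the mean of all tested compounds plus 3 SD, cut at about 15% in these data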;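 further: 0% = PAD4 with RCA probe and DMSO and 100% = probe without PAD4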
# PME-1 primary – PME-1 inhibitors via competitive probe labeling, primary screen, biochemical, fluorescence polarization, FP-Rh probe, HTS; Protein phosphatase methylesterase 1 (Homo sapiens), Q9Y570; recombinant PME-1; inhibition, % at 5.9 µM; hit rate 0.53% among 320,000; AID 2130, 2009;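 active means inhibition above the campaign mean of all compounds plus 3 SD, cut at about 26% in these data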;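 further: competitive labeling of PME-1 active site by serine hydrolase directed probe; 0% = PME-1 with DMSO and 100% = wells lacking PME-1 enzyme; inhibitors block probe labeling so polarization falls and inhibition rises; many of its hits are not listed in these tables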
# Target sequence (Q9Y570 whole entry, looked up): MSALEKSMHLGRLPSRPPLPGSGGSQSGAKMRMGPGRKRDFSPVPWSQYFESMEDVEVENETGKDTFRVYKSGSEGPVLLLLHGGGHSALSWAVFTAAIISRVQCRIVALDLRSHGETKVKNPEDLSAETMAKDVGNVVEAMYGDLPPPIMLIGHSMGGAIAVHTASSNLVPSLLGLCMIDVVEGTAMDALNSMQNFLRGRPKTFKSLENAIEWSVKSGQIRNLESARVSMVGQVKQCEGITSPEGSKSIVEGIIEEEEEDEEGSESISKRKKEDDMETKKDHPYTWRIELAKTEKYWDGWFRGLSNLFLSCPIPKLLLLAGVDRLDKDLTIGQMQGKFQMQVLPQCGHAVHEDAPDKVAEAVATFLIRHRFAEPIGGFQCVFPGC
# LYPLA1 counter – LYPLA1 inhibitors, primary screen, counter-screen for PME1 inhibitor project, biochemical, fluorescence polarization, FP-Rh probe ABPP; recombinant LYPLA1; inhibition, % at 5.9 µM; hit rate 0.16% among 320,000; Acyl-protein thioesterase 1 (Homo sapiens), O75608;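 active means inhibition above the mean of all tested compounds plus 3 SD, set per campaign, cut at about 14% in these data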;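 further: inhibitors block serine hydrolase probe labeling of LYPLA1 so polarization falls; 0% = enzyme with DMSO and 100% = wells lacking LYPLA1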
# Target sequence (O75608 whole entry, looked up): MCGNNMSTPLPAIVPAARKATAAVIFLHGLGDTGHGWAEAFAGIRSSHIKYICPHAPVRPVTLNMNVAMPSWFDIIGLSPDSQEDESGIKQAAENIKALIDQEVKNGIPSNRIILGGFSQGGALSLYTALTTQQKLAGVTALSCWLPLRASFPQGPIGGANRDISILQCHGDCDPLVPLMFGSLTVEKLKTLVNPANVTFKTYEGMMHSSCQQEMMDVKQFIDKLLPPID
# pPAFAH inh – pPAFAH enzyme inhibitors, primary screen, biochemical, fluorescence polarization, human; Platelet-activating factor acetylhydrolase (Homo sapiens), Q13093; recombinant pPAFAH, FP-rhodamine probe fluorescence polarization; inhibition, % at 3.39 µM; hit rate 1.5% among 330,000; AID 463082, 2010;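 active means inhibition above the mean inhibition across the screen plus 3 SD, cut at about 25% in these data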;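 further: inhibitors block binding of the rhodamine activity-based probe so polarization drops; 0% = enzyme with DMSO and 100% = wells lacking pPAFAH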
# PAFAH2 inh – PAFAH2 enzyme inhibitors, primary screen, biochemical, fluorescence polarization, human | recombinant PAFAH2, FP-rhodamine activity probe | AID 492956, 2010 | inhibition, % at 3.39 µM | hit rate 0.99% among 340,000;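 active means inhibition above the mean over all tested compounds plus 3 SD, cut at about 30% in these data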;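 further: inhibitors block probe labeling of enzyme so polarization drops; 0% = enzyme with DMSO and 100% = wells lacking PAFAH2 protein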
# GSTO1 counter – inhibitors of recombinant GSTO1, primary screen, counter-screen for RBBP9 inhibitor project, biochemical, fluorescence polarization. Glutathione S-transferase omega-1 (Homo sapiens), P78417. activity-based probe fluorescence polarization. inhibition, % at 5.96 µM. hit rate 1.1% among 300,000;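 active means inhibition above the campaign mean inhibition plus 3 SD, cut at about 35% in these data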;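 further: 0% = GSTO1-1 with DMSO and 100% = wells lacking GSTO1-1 enzyme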
# LYPLA2 counter – LYPLA2 inhibitors, primary screen, counter-screen for PME1 inhibitor project, biochemical, fluorescence polarization, FP-Rh probe ABPP; inhibition, % at 5.9 µM; recombinant LYPLA2; AID 2177, 2009; hit rate 0.38% among 320,000; Acyl-protein thioesterase 2 (Homo sapiens), O95372;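 active means inhibition above the screen-wide mean plus 3 SD, limit set per campaign, cut at about 26% in these data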;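 further: 0% = LYPLA2 with DMSO and 100% = wells lacking LYPLA2 enzyme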
# PAFAH1B2 inh – PAFAH1B2 enzyme inhibitors, primary screen, biochemical, fluorescence polarization, human. hit rate 1.2% among 340,000. inhibition, % at 3.39 µM. recombinant PAFAH1B2, FP-rhodamine activity probe. Platelet-activating factor acetylhydrolase IB subunit alpha2 (Homo sapiens), P68402;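 active means inhibition above the mean of all tested compounds plus 3 SD, cut at about 24% in these data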;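 further: 0% = enzyme with DMSO and 100% = wells lacking PAFAH1B2; many of its hits are not listed in these tables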
# PAFAH1B3 inh – PAFAH1B3 enzyme inhibitors, primary screen, biochemical, fluorescence polarization, human; Platelet-activating factor acetylhydrolase IB subunit alpha1 (Homo sapiens), Q15102; recombinant PAFAH1B3, FP-rhodamine probe; inhibition, % at 3.39 µM; hit rate 0.28% among 340,000;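 active means inhibition above the screen-wide average of all tested compounds plus 3 SD, cut at about 25% in these data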;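 further: 0% = enzyme with DMSO only and 100% = wells lacking PAFAH1B3 protein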
# Target sequence (Q15102 whole entry, looked up): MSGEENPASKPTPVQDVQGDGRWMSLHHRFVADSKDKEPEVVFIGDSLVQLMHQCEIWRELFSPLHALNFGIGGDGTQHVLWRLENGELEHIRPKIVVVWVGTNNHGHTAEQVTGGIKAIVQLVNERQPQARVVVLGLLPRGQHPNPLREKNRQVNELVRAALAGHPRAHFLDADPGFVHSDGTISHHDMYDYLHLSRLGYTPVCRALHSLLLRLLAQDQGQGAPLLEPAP
# * hit, by the source's call; · = no result given; + = active, no number. An excerpt, so the mix of outcomes need not match the whole.
SMILES,PAD4 FP inh,PME-1 primary,LYPLA1 counter,pPAFAH inh,PAFAH2 inh,GSTO1 counter,LYPLA2 counter,PAFAH1B2 inh,PAFAH1B3 inh
COc1ccc(Nc2nc(OC)nc(OC)n2)cc1,2,3,-2,7,5,-1,3,-1,1
CCOc1cc(C(=O)OCC(=O)NC(C)c2ccccc2)ccc1OCC(=O)N1CCOCC1 (stereo not given),2,5,-2,6,92*,1,0,8,1
CCC(C)(NC(=O)CNC(C)=O)C(=O)NC1CCCCC1 (stereo not given),-3,-7,-1,4,0,3,1,4,2
N#CCSCC(=O)Nc1ccc(Br)cc1,1,4,3,2,-3,0,3,2,-4
CCc1ccc(/C=C(\C#N)C(=O)NC2CCS(=O)(=O)C2)cc1 (stereo not given),3,·,·,-1,-3,·,·,3,1
CSc1nsc(SC)c1C(=O)Nc1ccc(C)cc1,-1,1,2,0,4,5,0,0,5
CC(C)(C)NC(=O)C(c1ccc(-c2ccccc2)cc1)N(C[C@H]1CC[C@@H]([C@@H]2CC[C@H](CO)O2)O1)C(=O)c1ccc2ccccc2c1 (stereo not given in full),6,·,·,7,3,·,·,3,0
O=c1nc2n(c3cc(Cl)c(S(=O)(=O)N4CCOCC4)cc13)CCCCC2,-1,-7,2,14,-1,-1,7,5,2
Cc1cc(OCc2nc(-c3ccncc3)no2)cc(C)c1Cl,-4,2,-1,4,10,1,-2,1,-5
O=C(CCc1nnc2ccc(NCc3ccco3)nn12)N1CCN(c2ccccc2F)CC1,2,1,4,2,8,-1,5,-1,-7
CC1(C)CC(=O)C2=C(C1)N(c1ccc(F)cc1)C(=O)C2(NC(=O)c1ccccc1F)C(F)(F)F (stereo not given),-8,-4,-7,-4,5,1,-10,3,1
Cc1cc(/C=C2/SC(=O)NC2=O)c(C)n1-c1ccc(N2CCOCC2)cc1,-5,8,4,10,-3,9,2,0,2
CC(C)C(NC(=O)OCc1ccccc1)C(=O)N1CCOCCOCCOCC1 (stereo not given),-2,0,-1,-1,3,3,0,1,10
Cc1ccc(S(=O)(=O)Oc2ccc(/C=N/NC(=O)c3c(Cl)cnn3C)cc2)cc1,1,-1,-4,4,2,13,4,20,0
CCCCOc1ccc(C(=O)OCC(=O)Nc2cc(C)c(C)cc2[N+](=O)[O-])cc1,-7,-2,-2,5,12,8,-3,0,1
CCOC(=O)C1CCN(CC(=O)N(CC(C)C)c2c(N)n(CC(C)C)c(=O)[nH]c2=O)CC1,-6,-3,-3,-3,5,10,5,0,7
C#CCOCCOCCOCCNc1nc(N2CCN(C(=O)C(Cc3ccc(O)cc3)n3cc(C(N)CC(C)C)nn3)CC2)nc(N2CCN(C(=O)C(Cc3cc4ccccc4[nH]3)n3cc(C(N)Cc4ccc(O)cc4)nn3)CC2)n1 (stereo not given),-2,-1,-8,0,·,3,-4,·,·
CCCn1c(SCC(=O)N2c3ccccc3Sc3ccccc32)nc2c1c(=O)n(C)c(=O)n2C,-5,6,3,15,-6,3,7,2,11
COc1cc(OC)cc(C(=O)NNC(=O)c2cc(S(=O)(=O)N3CCOCC3)ccc2F)c1,1,-6,3,0,-7,·,2,0,12
CC(=O)/C(C[N+]1(C)CCCCC1)=N\O,1,8,3,2,-7,-2,-2,3,6
O=C(Nc1ccccc1)c1cccc(S(=O)(=O)N2CCCCC2)c1,1,3,1,3,1,1,0,9,6
Oc1[nH]c2ccccc2c1C1=NCCCC1,-3,0,-4,4,-6,6,0,2,-3
Cc1ccc(NC(=O)/C(C#N)=C/c2cn(CC(=O)NCc3ccco3)c3ccccc23)cc1C,-3,-78,-42,-5,-53,-24,-96,-22,-50
CN(C)/C(=N\S(=O)(=O)c1ccc(F)cc1)c1ccccc1,1,0,-2,-3,1,1,4,-6,9
COc1cc(/C=N/NC(=O)c2ccc(CSc3nncn3C)cc2)ccc1OCC(=O)N1CC(C)OC(C)C1 (stereo not given),1,-8,1,5,-3,-7,2,0,5
CCCCOc1ccc(C(=O)N/C(=C\c2cccc([N+](=O)[O-])c2)C(=O)OCCC)cc1,-1,-9,-3,0,-3,-3,-3,3,5
COc1cccc(CNC(=O)c2cc(C3CC3)nc3c2cnn3C(C)C)c1,-9,1,-1,-1,1,·,-2,-1,1
COc1ccc(/C=N/N2CCN(C)CC2)c(OC)c1OC,-3,2,-2,5,-2,14,-2,4,2
Cc1ccc(S(=O)(=O)NNC(=O)c2ccccc2-n2cccc2)cc1,3,2,-1,-1,6,1,-1,3,1
COc1cc(CNCCc2ccccc2)ccc1OCC(N)=O,5,-5,2,0,-3,5,5,1,2
O=C1NCCO1,2,0,-1,3,12,8,-3,-3,5
CCOc1cc(/C=C/C(=O)O)ccc1OCCOc1ccccc1,4,-5,2,8,1,2,-1,2,-1
CC(=O)N1CCC(CCCC2CCN(C(C)=O)CC2)CC1,-5,2,3,8,0,5,9,4,4
CNC[C@H](CC1CCCCC1)NC[C@H](CO)NCCc1cccc(C(F)(F)F)c1,-5,4,-3,2,0,7,24,-5,15
CCCN1CCC(N(CCc2ccccc2)Cc2ccccc2)CC1,-4,5,2,4,-9,0,3,0,2
Clc1ccccc1-c1nc(-c2cccnc2)no1,-1,-1,-2,1,2,3,3,0,0
CC1=C(C(=O)Nc2ccc(C)cc2C)C(c2ccc(Cl)cc2)n2nc(C(=O)OC(C)C)nc2N1 (stereo not given),-9,2,1,5,-3,0,1,7,2
CC(=O)Nc1ccc(NC(=O)CN2C(=O)COc3ccc(S(=O)(=O)N4CCOCC4)cc32)cc1,3,0,3,6,8,18,-2,2,3
Cc1cc(C(=O)N/N=C/c2ccc3c(c2)OCO3)c2ccccc2n1,-9,2,1,-1,7,0,4,4,4
O=C(COc1ccc(S(=O)(=O)NC2CCCCC2)cc1)NC1CC1,1,-4,3,4,-2,-1,-6,0,7
CC(c1ccccc1)n1c(S(=O)(=O)O)nc2ccccc21 (stereo not given),-2,0,-1,2,0,12,5,-2,1
COCCCn1c(C)nnc1SCC(=O)NNC(=O)COc1ccc(Cl)cc1,-3,-4,1,-1,-1,14,1,-1,8
CCOC(=O)c1c(C)[nH]c(C(=O)OCC(=O)N2CCN(S(=O)(=O)c3ccccc3)CC2)c1C,-2,1,1,0,10,-4,5,-1,8
C1N2CN3CN1CN(C2)C3,-2,-3,7,2,8,4,1,2,3
CCOc1ccc2[nH]c3c(=O)n(CCc4ccc(OC)cc4)cnc3c2c1,-6,2,4,6,4,-1,2,-3,-6
COC(=O)c1cccc(Nc2ncnc3ccc(C)cc23)c1,-3,4,-5,5,-7,-4,3,-1,0
CN(C)c1cc(-c2ccc(C#N)cc2)oc(=O)c1Cl,-2,0,-2,-12,·,-3,-2,·,·
COCCNC(=O)Cn1c(=O)n(CCCCCC(=O)Nc2ccccc2)c(=O)c2sccc21,-4,-1,-1,-1,-3,1,5,-1,3
COc1ccc(C(=O)NC(=S)Nc2ccc(N3CCCC3)cc2)cc1,-1,6,-3,3,13,1,-4,5,1
COc1ccc(CCNC(=O)CCCCC(=O)NCCc2ccc(OC)c(OC)c2)cc1OC,2,-4,-3,1,0,-2,-8,2,4
CCOC(=O)c1cccc(S(=O)(=O)N2CCOCC2)c1,2,-5,-2,-1,-4,1,-2,1,7
COc1ccc(C(=O)Nc2ccc(S(=O)(=O)Nc3ncccn3)cc2)cc1OC,1,3,5,2,5,9,10,8,14
O=C(NCCCc1ccccn1)C1CCC(=O)N(Cc2cccc(F)c2)C1 (stereo not given),4,-3,4,0,6,3,2,2,4
CC(=O)c1ccc(S(=O)(=O)N2CCN(C(=O)C3CCCC3)CC2)cc1,-1,-5,-2,2,-3,4,1,4,2
CC(NC(=O)c1cc2c(=O)n(C)c3ccccc3c2n1C)c1ccc2c(c1)OCCO2 (stereo not given),-6,5,3,4,6,-2,3,2,6
COc1ccc(CN2CCN(C(C)C(=O)NC(C)c3ccc(F)cc3)CC2)cc1F (stereo not given),-11,-4,1,2,-3,2,2,6,11
Cc1cccc(-n2nnnc2SCC(=O)c2cc(C)n(Cc3ccco3)c2C)c1,-2,-9,-3,13,-6,-9,-11,-2,-15
COc1ccccc1CN1CC(C(=O)NCCCc2ccc(F)cc2)CCC1=O (stereo not given),-9,11,-1,2,-7,-2,1,10,10
O=S(c1ccc2ccccc2c1)c1cnns1 (stereo not given),19*,1,-3,5,-7,29,-6,4,22
CC(=O)N(CN1C(=O)c2ccc([N+](=O)[O-])cc2C1=O)c1ccc(F)cc1,0,4,-3,7,6,-1,-3,2,6
# Continued.
SMILES,PAD4 FP inh,PME-1 primary,LYPLA1 counter,pPAFAH inh,PAFAH2 inh,GSTO1 counter,LYPLA2 counter,PAFAH1B2 inh,PAFAH1B3 inh
COc1ccc(OCC(=O)NC(=S)Nc2ccc(S(=O)(=O)Nc3cc(OC)nc(OC)n3)cc2)cc1,4,-5,-2,-3,-5,1,7,4,2
COc1ccc(/C=N/NC(=O)c2cccnc2)c2ccccc12,-6,5,7,3,+,-6,0,155*,199*
CCOC(=O)C1CCCCN1Cc1cc(OC)ccc1OC (stereo not given),-1,7,-1,2,4,-1,1,4,-2
CC1(C)N=C(N)N=C(N)N1c1ccc(C(=O)O)cc1,-3,-1,-1,3,·,4,0,·,·
CN(C)S(=O)(=O)c1cccc(NC(=O)CN2C(=O)C3C4C=CC(C4)C3C2=O)c1 (stereo not given),3,-2,3,2,-5,1,3,2,11
C/C(CCc1ccco1)=N/NC(=O)CCC(=O)Nc1cccc(Cl)c1,-6,-6,-13,9,-1,2,-8,1,1
Cc1cc(=O)c(C(=O)O)nn1-c1ccccc1C(F)(F)F,-1,-8,1,1,-8,5,0,3,-5
O=C(NNS(=O)(=O)c1ccc(Cl)cc1Cl)c1cc2ncc(C(F)(F)F)cc2s1,0,0,-2,-1,5,-1,-6,8,-8
COC(=O)CCC(=O)OC1(C)C(=O)C2=CN(C3CCCC3)C(c3ccc(OC)cc3)=CC2=C(Br)C1=O (stereo not given),-23,0,1,14,1,50*,-5,7,6
CCCCc1ccc(NC(=S)NCc2cccnc2)cc1,-4,1,2,6,8,3,2,4,-1
CC(=O)NC(Cc1ccc(C(C)C)cc1)C(=O)NC1CCN(C(=O)c2cccc(C)c2)CC1 (stereo not given),0,1,0,2,3,11,-1,-2,-2
COc1cc2c(cc1OC)C(c1ccccc1N)=NCC2,-6,-1,-3,-7,·,-5,-8,·,·
CCCCn1c(N)c(N(CC(C)C)C(=O)CC2CCCC2)c(=O)[nH]c1=O,-2,-2,3,-3,6,4,2,-1,4
O=C(Nc1ccc(S(=O)(=O)N2CCOCC2)cc1)c1ccccc1Br,0,-1,0,4,-2,-4,-1,2,2
